NPY-Y2 antag: NPY-Y2 receptor antagonists, primary screen, cell-based; inhibition, % at 2.7 µM; NPY-Y2 expressing cells, antagonist mode; 0.99% of 140,000 active; in the data active = inhibition above about 17%;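 note: 0% = vehicle with agonist challenge and 100% = reference antagonist with challenge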
Target sequence (P49146 whole entry, looked up): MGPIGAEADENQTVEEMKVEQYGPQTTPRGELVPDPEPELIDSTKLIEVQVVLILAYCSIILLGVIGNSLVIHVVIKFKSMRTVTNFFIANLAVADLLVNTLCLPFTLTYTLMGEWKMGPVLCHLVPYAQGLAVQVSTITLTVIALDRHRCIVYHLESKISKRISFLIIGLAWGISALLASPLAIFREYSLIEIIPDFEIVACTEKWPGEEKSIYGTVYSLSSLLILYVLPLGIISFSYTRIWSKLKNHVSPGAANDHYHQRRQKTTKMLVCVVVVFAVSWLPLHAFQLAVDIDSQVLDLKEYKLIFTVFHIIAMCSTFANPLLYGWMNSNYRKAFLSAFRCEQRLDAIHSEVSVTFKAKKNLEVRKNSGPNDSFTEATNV
Phagocytosis inh: inhibitors of macrophage phagocytosis, primary screen, imaging, J774A.1 cells, IgG beads. J774A.1 macrophage IgG-bead phagocytosis. inhibition, % at 5 µM. 0.07% of 110,000 active;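 active = inhibition above the mean of the plate negative controls plus 5 SD, cut at about 13% in these data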;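 note: phagocytic index as fraction of beads internalized from green versus red external bead signal; plate controls were DMSO negative control for no effect and cytochalasin-D positive control for full effect; some results beyond the cut were filed as inactive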
E-sel TNF inh: E-selectin induction blockers in HUVEC – imaging, immunofluorescence, high content, primary screen. HUVEC TNFa-induced E-selectin immunofluorescence. inhibition, % at 2 µM. 0.71% of 120,000 active;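 active = inhibition above the batch mean plus 3 SD, and confirmed as a hit on visual image review, cut at about 43% in these data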;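 note: 0% = TNF-stimulated DMSO wells and 100% = unstimulated control wells; not every result past the cut was called active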
Measles CPE: compounds protecting cells from measles virus cytopathic effect, primary screen, measles RdRp inhibitor project, single point, MLSMR library, absorbance; Measles virus-infected cells, CPE protection; 1.5% of 140,000 active; protection (pct of control), % at 4 µM; in the data active = protection mostly above about 24%, no sharp cut-off; inactive = mostly below about 26%; note: some compounds called inactive have numbers as strong as hits
PTEN del growth: growth suppression of PTEN-null HCT116, primary screen, cell-based, CellTiter-Glo; HCT116 PTEN-null viability, 60 h; active compounds read low; viability, % at 10 µM; 1.2% of 140,000 active;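 active = viability at or below a set limit, 4 SD under the median of all tested compounds, cut at about 3.7% in these data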;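 note: PTEN knockout HCT116 line with beta catenin targeted HCT116 as companion control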
GALR2 blocker: GALR2 antagonists in receptor-expressing cells, primary screen | AID 828, 2007 | 0.39% of 140,000 active | Galanin receptor type 2 (Homo sapiens), O43603 | antagonist mode | inhibition, % at 4 µM; in the data active = inhibition above about 27%;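 note: cells stimulated with galanin 1-16 at roughly its EC80; 0% = agonist challenge control and 100% = basal control without agonist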
Target sequence (O43603 whole entry, looked up): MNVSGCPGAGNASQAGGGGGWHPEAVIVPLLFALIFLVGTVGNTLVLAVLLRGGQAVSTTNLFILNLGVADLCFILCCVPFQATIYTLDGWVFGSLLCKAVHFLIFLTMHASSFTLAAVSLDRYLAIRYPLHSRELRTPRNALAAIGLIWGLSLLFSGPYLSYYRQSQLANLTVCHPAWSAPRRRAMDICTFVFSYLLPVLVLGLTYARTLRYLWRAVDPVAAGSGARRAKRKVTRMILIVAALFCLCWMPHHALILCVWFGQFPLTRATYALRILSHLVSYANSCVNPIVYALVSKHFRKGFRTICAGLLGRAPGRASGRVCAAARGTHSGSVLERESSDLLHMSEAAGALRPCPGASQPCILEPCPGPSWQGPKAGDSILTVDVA
Yeast growth inh: growth inhibitors of yeast BB579 in restrictive medium, primary screen, yeast lifespan-shortening project, S. cerevisiae. inhibition, % at 10 µM. 0.51% of 140,000 active. OD615, 48 h. AID 804, 2007;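 active = inhibition above a set limit, 3 SD over the mean compound inhibition, cut at about 44% in these data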; note: inactives centre near -24
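System: Saccharomyces cerevisiae DeaD strain BB579, replicative lifespan model yeast | Buffer or medium: Restrictive glucose-based CSMM-D medium | Times: 4 h preincubation and 48 h exposure at 30 °C | Detection: OD615 turbidity measurement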
Yeast lifespan up: compounds extending yeast replicative lifespan, primary screen, S. cerevisiae, OD615 | inhibition of the nicotinamide effect, % at 10 µM | 0.68% of 130,000 active | S. cerevisiae growth with nicotinamide; deaD strain in restrictive glucose medium | AID 775, 2007;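 active = inhibition above a set limit, placed 3 SD over the median of all compounds, cut at about 26% in these data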;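 note: 0% = nicotinamide-treated wells and 100% = cells grown without nicotinamide; some compounds called inactive have numbers as strong as hits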
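System: DeaD-strain S. cerevisiae / Buffer or medium: CSMM-D, restrictive glucose (dextrose) synthetic minimal medium / Probe or stimulus: nicotinamide, 1.5 mM, co-present with compound / Compound: one concentration, 10 µM, DMSO 0.25% / Incubation: 48 h compound exposure at 30 °C, humidified / Technique: optical density (absorbance) at 615 nm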
bCat KO growth: primary screen for growth suppressors in beta-catenin knockout HCT116 cells (colon tumor, human); 1.5% of 140,000 active; HCT116 beta-catenin knockout viability, CellTiter-Glo, 60 h; active compounds read low; viability, % at 10 µM;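 active = viability at or under a set limit, the compound median less 4 SD, cut at about 6% in these data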;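 note: 0% = Hyamine 1622 control at 20 µM and 100% = untreated cell control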
MRP1 act: H69AR viability gain despite doxorubicin, primary screen, MRP-1 activator project, H69AR cells, CellTiter-Glo. viability rescue. viability increase, % at 10 µM. 0.61% of 140,000 active. AID 799, 2007;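 active = viability gain under doxorubicin at or above a set limit, the compound median plus 3 SD, cut at about 4.7% in these data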;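 note: MRP-1 overexpressing cells given doxorubicin 25 µM after compound pretreatment; 18-22 h compound pretreatment then 72 h with doxorubicin before readout; 0% = doxorubicin-only wells and 100% = vehicle-treated cells without doxorubicin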
* = called active by the depositor; x = no result given; & = joins results of further samples.

molecule	NPY-Y2 antag	Phagocytosis inh	E-sel TNF inh	Measles CPE	PTEN del growth	GALR2 blocker	Yeast growth inh	Yeast lifespan up	bCat KO growth	MRP1 act
COc1ccc(C(c2sc3nc(C)nn3c2O)N2CC(C)OC(C)C2)cc1OC (centres undefined)	5.4	x	9.0	4.6	92.9	7.6	-4.7	-6.4	96.6	-0.6
CC1(C)C(=O)Nc2ccccc2N1C(=O)COc1ccc(S(=O)(=O)N2CCOCC2)cc1Cl	-2.3	-0.5	-1.6	29.7	77.0	14.1	-45.0	-6.5	79.4	-1.1
CC(C)(C)N(NC(=O)Nc1ccccc1)C(=O)c1ccccc1Cl	2.8	x	-22.1	7.0	78.5	2.4	0.2	-6.3	87.7	-1.4
CS(=O)(=O)N1CCN(c2ccccc2NC(=O)c2cccnc2Cl)CC1	1.2	-0.3	8.6	1.4	99.8	-3.0	2.2	-2.6	92.3	-2.6
COc1ccc(C(=O)N/C(=C\c2ccco2)C(=O)NCc2cccnc2)cc1	0.3	6.5	-12.9	5.1	94.9	1.6	-22.1	0.8	88.9	-1.2
O=C(CSCc1ccccc1Cl)NNC(=S)Nc1ccccc1	-0.6	x	-22.8	2.0	107.7	-6.6	0.6	-13.0	101.2	0.3
Clc1ccc(-c2nc3ncccn3c2Nc2ccc3c(c2)OCCO3)cc1	5.7	x	-10.1	6.9	68.4	4.7	-57.5	6.7	66.3	-5.2
COc1ccc(Nc2ccccc2)c(C)c1	0.0	-1.8	-16.4	2.7	91.2	4.7	-26.1	-6.4	96.2	1.0
Cc1cc(C)c(C)c(OCCOCCNCc2ccccc2)c1	7.7	-2.7	10.2	1.2	53.8	0.7	-38.0	0.4	40.7	-3.7
O=c1oc2c3c4c(cc2c2c1CCC2)OCCN4CCC3	-3.1	-0.6	13.5	0.7	66.2	1.1	-6.0	-1.9	69.6	-1.4
COc1ccc(CN2CCN(C(=O)C3CC(=O)N(C4CCCCCC4)C3)CC2)c(OC)c1OC (centres undefined)	0.9	-0.6	x	6.1	69.9	-1.6	-14.4	-26.2	71.7	-1.2
O=C(Nc1ccc(Cl)c(Cl)c1)Nc1nnc(CC2=CCCCC2)s1	-0.9	-8.4	x	0.8	21.0	-14.8	-44.9	-0.6	30.1	0.1
CC1CCc2sc3nc(NCc4ccco4)n4ncnc4c3c2C1 (centres undefined)	6.0	-0.7	2.7	6.1	90.4	-4.6	-10.4	-9.1	104.0	0.0
CCN1CCN(C(=S)c2ccc(Cl)cc2)CC1	0.7	x	6.0	10.4	91.8	0.2	-9.7	-3.3	84.8	-3.0
COC(=O)Cn1c(C(F)(F)F)nc2ccccc21	5.1	x	14.2	17.7	96.6	4.7	-15.4	x	90.5	-2.4
COc1ccccc1-c1cc(SC)c(C#N)c(=O)o1	-1.7	-1.7	x	18.6	87.1	22.6	-26.1	26.5*	88.0	-0.6
N#Cc1ccc(CSc2nnc(Nc3ccccc3)s2)cc1	0.8	-0.3	36.9	7.4	83.3	3.9	-32.8	-10.4	91.5	-1.5
COc1ccc(-c2nc3nc(C)cc(=O)n3[nH]2)cc1	2.8	-1.5	4.0	13.9	95.7	1.3	-11.7	0.7	92.7	-1.2
Cc1nn(C)cc1CNC(=O)Nc1cccc(Cl)c1	2.0	-0.4	18.5	3.8	94.5	-3.2	-48.7	11.9	103.2	-3.4
Cc1ccc2oc3nc(C)c(C(=O)Nc4cccc(C(F)(F)F)c4)cc3c(=O)c2c1	4.5	x	17.8	14.8	68.2	-4.8	-29.7	-4.8	93.9	-4.2
Clc1ccc(-c2csc(N/N=C/c3cccnc3)n2)c(Cl)c1	-3.7	-7.9	x	12.6	77.3	-2.5	-10.6	-6.2	72.6	2.6
CCCC(=NCc1ccccc1)C1=C(O)C(C(=O)OC)C(C)(C)CC1=O (centres undefined)	1.4	-1.2	9.1	2.1	94.2	-0.1	-59.5	12.4	99.5	-1.1
Clc1cccc(Cl)c1Cn1nnc(-c2cccs2)n1	3.3	x	-7.9	4.0	97.6	-1.7	-17.0	-6.5	101.9	-1.3
N#CCSc1nnc(COc2ccccc2)n1-c1ccccc1	2.4	x	-13.2	2.7	100.8	4.5	-1.8	x	89.5	-2.0
c1ccc(-n2c(SCc3ccncc3)nnc2-c2ccco2)cc1	2.0	0.6	-10.6	3.4	93.0	5.0	-1.8	-6.5	102.8	-0.4
CN(C)c1nc2n(c(=O)n1)CCS2	-2.5	-0.9	-1.5	3.8	112.9	6.6	-56.0	4.2	97.2	0.2
O=c1[nH]c(=O)n(Cc2ccccc2)c2c1C(C(F)(F)F)(C(F)(F)F)N=C(c1ccco1)N2	-0.3	x	11.2	4.6	78.2	6.4	17.9	-5.7	77.4	-3.4
Cc1ccccc1OCc1nnc(SCC(=O)Nc2ccc(N3CCOCC3)c(Cl)c2)n1C	0.6	0.7	x	27.1	93.0	-3.1	-45.4	-3.5	96.8	-1.4
CCOC(=O)N1CCC(NC(=O)c2cccc3c2C(=O)N(Cc2cccnc2)C3)CC1	2.9	-2.9	-58.0	2.3	108.0	12.3	-28.4	-6.5	100.5	-0.9
CC1(C)CC(=O)N(CC(=O)N2CCN(c3ncccn3)CC2)c2ccccc2S1(=O)=O	3.4	0.0	-23.6	12.7	107.3	14.1	-22.7	-9.4	104.7	-0.1
Cc1cccc(C)c1OCc1nnc(SCC(=O)NCc2ccccc2)o1	7.1	-1.8	10.4	1.1	87.6	-7.4	-32.7	-8.5	110.4	-0.4
O=[N+]([O-])c1cccc(/C=N/Nc2nc(NCc3ccccc3)nc(N3CCOCC3)n2)c1	-1.6	x	-13.8	7.6	94.2	8.6	-22.6	3.8	87.5	-1.8
CCS(=O)(=O)N1CCN(c2ccc(C(=O)NC3C4CC5CC(C4)CC3C5)cc2[N+](=O)[O-])CC1 (centres undefined)	2.5	-11.3	-0.1	7.8	83.4	-11.4	-40.9	-3.3	80.3	3.2
O=C(O)/C=C/C(=O)NC1CCCCC1	3.5	2.7	x	8.7	90.2	12.1	-34.6	3.7	102.0	-1.5
COC(=O)C1=C(C)Nc2nnnn2C1c1cccnc1 (centres undefined)	-1.5	x	-31.7	4.5	100.0	4.8	-11.2	x	83.1	-1.1
O=C(NCCc1ccccc1F)C1CCCN1S(=O)(=O)c1ccc2ccccc2c1 (centres undefined)	6.0	x	-5.5	8.8	93.7	0.1	-22.5	x	92.8	3.2
O=C(NCCCNCc1ccccc1)/C(=N\O)c1ccccc1	1.7	-0.8	x	3.9	101.8	0.3	-14.9	-3.3	94.2	-2.1
CCCN(CCC)C(=O)Cn1c(=O)c2ccccc2n2c(=S)sc(-c3ccccc3C)c12	2.3	5.6	x	4.5	46.2	-5.9	-43.6	5.2	51.1	-3.5
CC(C)OC(=O)C1=C2SCC(=O)N2C(N)=C(C#N)C1	0.8	2.5	-1.1	30.9	100.1	-1.4	-1.6	-26.3	100.7	-3.0
O=C(NCCCn1ccnc1)C(Cc1ccccc1)N1C(=O)c2ccccc2C1=O (centres undefined)	1.4	x	x	4.5	105.6	-5.1	-40.3	1.3	94.6	-2.5
COc1ccc2oc(=O)c(C(=O)N3CCCc4ccccc43)cc2c1	-1.6	0.0	-12.3	3.5	103.6&93.4	15.0	-27.6	-16.3	100.5	-0.7
CC1=NN(c2ccccc2)C(=O)/C1=C/c1c(O)n(-c2ccc(F)c(Cl)c2)[nH]c1=O	-0.9	-8.8	-26.3	8.3	84.0	2.1	-30.3	-2.4	85.7	-1.8
COC(=O)C(CCCCN1C(=O)C2C3C=CC(C3)C2C1=O)N1C(=O)C2C3C=CC(C3)C2C1=O (centres undefined)	1.4	-3.2	-2.9	3.3	106.2	10.3	-31.0	-5.3	100.1	-0.7
CCCCNC(=O)COc1ccccc1[N+](=O)[O-]	2.2	-2.5	10.8	17.1	99.4	-16.1	-36.8	-4.4	102.5	0.3
COC(=O)C(C)(C)ONC(=O)Nc1ccccc1Br	1.7	-2.7	x	4.9	96.5	2.4	-3.5	-5.1	96.1	-0.9
CC(=O)c1cccc(NC(=S)NC(=O)c2ccccc2Br)c1	1.7	-3.7	x	10.3	103.0	4.7	-26.2	-1.7	94.3	-0.8
O=C(NC(Cc1c[nH]c2ccccc12)c1nnc2n1CCCCC2)c1ccc(Cl)cc1 (centres undefined)	-0.4	x	6.5	6.7	80.6	-0.3	-21.3	-13.2	85.0	-0.9
CN(C(=O)c1ccc(-c2nn(C)c(=O)c3ccccc23)cc1)c1ccccc1	1.4	1.6	5.3	21.0	79.9	-19.1	-56.5	-1.0	89.5	-0.7
N#Cc1nc(Cc2cccc3ccccc23)oc1N1CCOCC1	2.8	-0.5	8.1	9.3	96.7	2.0	-10.4	-10.4	99.6	-2.2
CCOC(=O)c1[nH]c2ccccc2c1NC(=O)Nc1ccc(OC)cc1	-1.0	-1.0	-11.2	2.4	83.0	14.7	-10.1	-1.5	82.3	-5.5
Cc1cc(C(=O)CSc2nnc(-c3ccncc3)n2-c2ccccc2)c(C)n1C	2.4	0.0	x	7.8	98.0	-4.2	-84.3	-9.0	88.2	-1.2
O=C(CSc1nnc(-c2ccc(OC(F)F)cc2)o1)N1CCOCC1	-1.9	-1.2	x	13.7	100.5	-6.2	-3.3	-6.1	95.5	-1.0
CCOc1ccc(NC(=O)C(C)Oc2ccccc2C(=O)Nc2ccc(C)c(Cl)c2)cc1 (centres undefined)	-5.6	-3.5	-84.4	9.4	22.9	9.8	-39.9	-20.1	33.3	-6.3
COC(=O)c1ccccc1OCC(=O)N1CCN(c2ccc(Cl)cc2)CC1	6.5	x	9.2	2.5	89.7	-0.4	-32.3	-19.3	89.3	-2.5
Cc1c(Cl)cnc(NC(=O)COC(=O)c2ccc([N+](=O)[O-])s2)c1Cl	-1.7	-4.1	-7.9	24.0	88.4	5.5	-20.1	0.0	95.4	-1.7
CCOc1ccc(-c2cc3nc(C4CCN(C(=O)OC(C)(C)C)CC4)c(C(=O)O)cn3n2)cc1	-0.5	0.0	x	10.2	70.5	-10.3	-49.1	-21.7	100.0	-2.2

Screening data (PubChem BioAssay)
